GLP1R cytotox: cytotoxic in the GLP-1 receptor inverse agonist counter-screen. HEK293 cAMP-luciferase reporter cells, luminescence, 24 h. Potency, µM (series often up to 38.3 µM), for the others: at the top dose activity change, negative = inhibition, actives largely listed as inhibitors. actives 0.13% (n = 410,000);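 further: loss of luciferase light is scored as toxicity; potency means the concentration at half of the fitted maximal effect; on the % scale 0 is the no-effect control and ±100 the full control effect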
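To flag toxic compounds, the library was rerun on cells for 24 hr at 37 deg C and 5% CO2. Viability-linked luminescence was captured 12 min after adding luciferase detection reagent.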
Abeta rescue: restores growth of yeast expressing A-beta42 peptide; yeast expressing A-beta42, growth rescue, OD600, 48 h; response scale: 0% DMSO, 100% iron-clioquinol control; Potency, µM (series often up to 46.1 µM), inactives show at the highest dose growth rescue, most hits filed as activators; actives 0.063% (n = 410,000); AID 1347071; further: potency means the concentration at half of the fitted maximal effect; nearly all actives have a fitted effect of over 55% in size
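Growth rescue measured by 600 nm absorbance after 48 h yeast culture at 30 C with compound. Values normalized between DMSO and an equimolar ferric chloride plus clioquinol control.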
aSyn rescue: alpha-synuclein toxicity inhibition in yeast | Yeast expressing alpha-synuclein, growth rescue, BacTiter-Glo, 24 h | Potency, µM (titrated, usually from 46.1 µM), for the others: at the highest dose growth rescue (activation), hits mostly activators | actives 0.14% (n = 370,000); further: potency means the concentration at half of the fitted maximal effect; % of control where 0% means no effect; nearly all actives have a fitted effect of over 65% in size
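Screening used galactose-induced yeast with toxic alpha-synuclein levels, exposed to compound for 24 hr at 30 deg C. Cell growth, read with BacTiter-Glo luminescence, gave the measured signal.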
Akt phos inh: blocks phosphorylation of Akt | activity change, % for hits at 50 µM | actives 0.32% (n = 360,000) | Neuro2A IGF-stimulated pAkt S473 HTRF, 20 min; active compounds read low; in the data active means activity change below about -80%; inconclusive means mostly about -51% to -80%; further: on the % scale 0 is the no-effect control and ±100 the full control effect
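Neuro2A cells in DMEM with 0.5% FBS, overnight at 37 deg C, given compound at single 50 µM final, then IGF (6 nM final) for 20 min at 37 deg C. Lysed; phospho-Akt Ser473 by HTRF after 24 h, 665/615 ratio.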
MmCpn inh: inhibitors of Methanococcus maripaludis chaperonin (MmCpn); purified Mm-Cpn ATPase, ADP Transcreener TR-FRET; Potency, µM (series often up to 76.9 µM), for the others: at the top dose activity, negative = inhibition, actives largely listed as inhibitors; actives 0.031% (n = 330,000); AID 504842; further: potency means the concentration at half of the fitted maximal effect; on the % scale 0 is the no-effect control and ±100 the full control effect; nearly all actives have a fitted effect of over 80% in size
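Reaction buffer contained 30 mM Tris pH 7.4, 100 mM KCl, 5 mM MgCl2 and 1 mM DTT. Mm-CPN (25 nM final) hydrolysed 10 uM ATP over 30 min at 37°C; ADP was read by HTRF.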
GLP-1R inv ag: inverse agonists of human GLP-1 receptor. P43220. AID 624417. actives 1.6% (n = 410,000). Potency, µM (top dose mostly 38.3 µM), for inactives: at the top dose activity change, negative = inhibition, actives largely listed as inhibitors. HEK293 GLP-1R CRE-luciferase, luminescence, 24 h; GLP-1R form is constitutively active; further: potency means the concentration at half of the fitted maximal effect; on the % scale 0 is the no-effect control and ±100 the full control effect; nearly all actives have a fitted effect of over 55% in size
Target sequence (P43220 whole entry, looked up): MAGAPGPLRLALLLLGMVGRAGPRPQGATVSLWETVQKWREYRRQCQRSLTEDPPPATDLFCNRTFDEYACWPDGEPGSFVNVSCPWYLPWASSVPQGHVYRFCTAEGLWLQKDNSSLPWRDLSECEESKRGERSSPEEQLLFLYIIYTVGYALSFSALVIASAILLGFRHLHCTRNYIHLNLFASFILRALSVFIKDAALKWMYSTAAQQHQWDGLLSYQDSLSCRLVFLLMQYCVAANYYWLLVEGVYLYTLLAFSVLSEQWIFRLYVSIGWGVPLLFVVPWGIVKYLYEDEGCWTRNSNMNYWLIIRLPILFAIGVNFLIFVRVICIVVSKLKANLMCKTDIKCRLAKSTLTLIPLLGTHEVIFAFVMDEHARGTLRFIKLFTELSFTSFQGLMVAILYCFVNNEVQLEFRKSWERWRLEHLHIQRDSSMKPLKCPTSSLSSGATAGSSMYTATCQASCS
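HEK293 cells stably co-expressing constitutively active GLP-1R and a cAMP-responsive luciferase reporter were seeded in DMEM with 10% Nu serum, given compounds after 12 h, and incubated 24 h at 37 deg C. Luminescence was then read.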
FUS yeast rescue: suppressors of FUS proteinopathy in yeast; actives 0.24% (n = 390,000); Potency, µM (series often up to 76.6 µM), inactives show at the top dose growth rescue (activation), most hits filed as activators; S. cerevisiae FUS-expressing, growth rescue, OD600, 24 h;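 further: potency means the concentration at half of the fitted maximal effect; plate controls were DMSO vehicle for no effect and reference control for full effect; nearly all actives have a fitted effect of over 55% in size; some results filed as inactive show a strong effect at the top dose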
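Yeast expressing FUS under galactose induction, OD 0.005 in 2% galactose medium; compounds in a dilution series, 24 h at 30C. Growth rescue by absorbance at 600 nm; CP55940 positive control, DMSO negative.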
PTHR1 agonist: agonists of human PTHR1 parathyroid hormone receptor; Q03431; HEK293 GP2 PTHR1 cells, GloSensor cAMP luminescence, 1 h; Potency, µM (titrated, usually from 115 µM), for the others: at the top dose activation, hits mostly activators; actives 0.075% (n = 410,000); AID 743266; further: potency means the concentration at half of the fitted maximal effect; nearly all actives have a fitted effect of over 55% in size; some results filed as inactive show a strong effect at the top dose; inactives centre near -15; many of its hits are not listed in these tables
Target sequence (Q03431 whole entry, looked up): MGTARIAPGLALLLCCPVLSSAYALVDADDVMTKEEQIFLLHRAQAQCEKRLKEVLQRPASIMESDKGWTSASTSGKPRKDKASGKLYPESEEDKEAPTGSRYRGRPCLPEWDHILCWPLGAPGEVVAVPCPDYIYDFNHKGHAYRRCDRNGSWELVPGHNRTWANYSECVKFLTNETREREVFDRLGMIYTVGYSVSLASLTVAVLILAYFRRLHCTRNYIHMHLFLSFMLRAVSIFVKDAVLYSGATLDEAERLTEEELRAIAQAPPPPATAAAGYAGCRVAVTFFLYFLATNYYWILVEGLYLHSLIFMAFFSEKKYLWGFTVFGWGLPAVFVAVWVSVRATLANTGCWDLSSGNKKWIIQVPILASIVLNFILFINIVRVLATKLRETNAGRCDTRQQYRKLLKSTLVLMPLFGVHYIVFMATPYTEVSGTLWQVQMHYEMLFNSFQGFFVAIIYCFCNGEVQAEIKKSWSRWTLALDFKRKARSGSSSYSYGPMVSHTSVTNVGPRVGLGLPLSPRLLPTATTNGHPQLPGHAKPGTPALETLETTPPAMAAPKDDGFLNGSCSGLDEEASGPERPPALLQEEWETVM
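HEK-293-derived GP2 cells expressing PTHR1 and a GloSensor cAMP reporter, 3,000/well, plated overnight, given luciferin plus IBMX (each 0.5 mM as added) for 1 h at 37 °C, then compound for 1 h at 37 °C. Luminescence was read after 15 min at room temperature.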
TDP-43 yeast inh: inhibitors of TDP-43 toxicity in yeast; AID 652104; actives 1.8% (n = 410,000); TDP-43 expressing yeast growth rescue, BacTiter-Glo, 24 h; Potency, µM (titrated, usually from 46.1 µM), inactives show at the top dose growth rescue (activation), most hits filed as activators; further: potency means the concentration at half of the fitted maximal effect; % of control where 0% means no effect; nearly all actives have a fitted effect of over 50% in size
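Readout is BacTiter-Glo luminescence of cell growth, so inhibitors register as activators. TDP-43-expressing yeast at OD600=0.02 in galactose medium, after raffinose pregrowth to mid-log, were incubated with compound for 24 hr at 30 deg C.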
Active calls of the source: *; i = inactive; ? = inconclusive; . = not tested or not shown; & = joins results of further samples; [ ] = another dose, or the depositor's remark. Unless noted, the call rests on the fitted dose curve; in most records, active means well fitted curve in the direction sought with a large enough effect; inconclusive means small, poorly fitted or top-dose-only effect, or another doubt; inactive means no such curve, though single readings can be large; an effect the other way counts as inactive or inconclusive.

SMILES | GLP1R cytotox | Abeta rescue | aSyn rescue | Akt phos inh | MmCpn inh | GLP-1R inv ag | FUS yeast rescue | PTHR1 agonist | TDP-43 yeast inh
CC1CCCCN1CC(=O)Nc1ccccc1Sc1ccccc1 (stereo not drawn) | 13.5% | 11.2% | -0.1% | i | -0.5% | ? | . | -17.4% | 6.8%
Cc1cc(=O)n2c(C(=O)Nc3ccc(C(=O)OC(C)C)cc3)c(C(=O)Nc3ccccc3)sc2n1 | -14.9% | -1.9% | 3.3% | i | -6.0% | -21.8% | 9.6% | -15.1% | 10.2%
COC(=O)c1cn(C(=O)c2ccc(F)cc2)c2ccccc12 | -16.4% | -14.8% | -15.4% | i | 2.5% | 23.4% | -14.0% | 5.1% | 21.0%
CN(CCOc1ccccc1)C(=O)c1cc(COc2c(F)cccc2F)on1 | 0.2% | . | 0.1% | i | 1.9% | ? | 30.9% | -28.5% | ?
COc1ccc(CC(=O)Nc2nc(-c3ccc(F)c(F)c3)cs2)cc1OC | ? | -2.1% | 12.8% | i | -3.1% | 3.98µM* | 31.3% | -26.5% | ?
CCOc1nc(NC(=O)NS(=O)(=O)Oc2ccccc2Cl)nc(-c2ccccc2)n1 | 3.4%&1.8% | -11.1%&7.7% | 2.4%&-5.4% | i | 0.4% | 22.6%&0.0% | -15.4%&29.5% | -0.3%[57.5 µM] | 0.0%&-11.1%
O=C(NNC(=O)c1ccncc1)Nc1cc(Cl)ccc1Cl | 6.7% | 0.7% | 4.9% | i | . | 8.6% | 3.3% | -1.7% | -4.5%
CC(=O)C1=C(C)NC(SCC(N)=O)=C(C#N)C1c1cccnc1 (stereo not drawn) | 7.5% | 6.7% | -1.3% | i | -3.5% | 0.0% | -2.9% | -26.6% | -4.3%
Cc1ccc(NC(=O)C(Nc2cccc(C)c2)c2ccccc2)cc1 (stereo not drawn) | 2.8% | 0.3% | 3.8% | i | -2.5% | ? | 9.1% | -23.9% | ?
Cn1nc(C(=O)OCC(=O)Nc2cccc(S(=O)(=O)N3CCCC3)c2)c2ccccc2c1=O | -12.0% | 8.9% | 3.3% | i | 1.2% | 14.2% | 33.8% | -41.7%[inhibitor] | 17.4%
CC(C)(C)C1CCC(OC(=O)CN2CCCCC2)CC1 (stereo not drawn) | -2.7% | -3.3% | -0.3% | i | 0.8% | -8.7% | 2.0% | -2.1% | -19.5%
Cc1cc(C)cc(NC(=O)N(C)Cc2ccccc2)c1 | -13.8% | 6.0% | 1.2% | i | 0.2% | -16.4% | -1.5% | i | -1.8%[1.82 µM]
CN(CCO)c1cccc2c1S(=O)(=O)N[C@@H](Cc1ccccc1)CO2 | 6.5% | 2.2% | 14.8% | i | . | 0.4% | 8.2% | -22.9% | 19.9%
C[C@@H](C(=O)N1CCN(Cc2ccc3c(c2)OCO3)CC1)n1nnc2ccccc2c1=O | -23.3% | -0.4% | 2.2% | i | -0.7% | -28.0% | 14.0% | i | 1.7%
CCCc1cc(C(=O)N2CCCC(N3CCN(c4ccccc4C)CC3)C2)n(C)n1 (stereo not drawn) | 0.2% | 9.1% | 4.2% | i | -0.7% | ? | 15.9% | -24.8% | -15.7%
CC(C)Cc1csc(NC(=O)c2ccccc2Cl)c1C(=O)O | -9.0%[1.53 µM] | 0.5% | 16.5% | i | -1.4% | 2.1% | -6.8% | i | ?
C=C1CCN([C@H](C(=O)NCc2ccc(Cl)cc2)C(C)C)S(=O)(=O)c2ccccc21 | 2.4% | 5.0% | 10.2% | i | 0.7% | -16.4% | -31.6% | i | 9.5%
CCN(CC(=O)Nc1cc(Cl)ccc1C)C(=O)CSCc1ccc(C)cc1 | -14.3% | ? | 12.9% | i | 0.4% | 10µM* | 41.4% | -59.4%[inhibitor] | -16.0%
CCOC(=O)c1ccc(NS(=O)(=O)c2ccc(SC)cc2)cc1 | 4.9% | 2.5% | 20.0% | i | 1.2% | 6.0% | ? | -12.7%[57.5 µM] | ?
O=C(Cn1cc(C(=O)c2ccco2)c2ccccc21)Nc1ccccc1F | 13.8% | -3.2% | -13.1% | i | -0.2% | ? | 24.3% | i | -4.3%
CN(C)/C(=N\S(=O)(=O)c1ccccc1)c1ccc(F)cc1 | 7.0% | -2.9% | -3.3% | i | 0.6% | -7.6% | -19.2% | -8.5% | 6.1%
CC(=O)c1cccc(NC(=O)NC(C)c2ccncc2)c1 (stereo not drawn) | 20.6% | 10.7% | 3.0% | i | 0.0% | 0.0% | 6.0% | i | 6.6%
COc1ccc(-c2nc(CS(=O)(=O)CC(=O)NCCc3ccc(C)cc3)c(C)o2)cc1 | 0.4%&10.7% | -6.2%&-13.5% | ? | i | 0.6% | 3.1%&3.2% | -11.9%&-19.9% | i | 12.3%&12.8%
Cc1cc(C(=O)NCC(=O)OC(C(=O)Nc2cc(C(F)(F)F)ccc2Cl)c2ccccc2)ccc1[N+](=O)[O-] (stereo not drawn) | 9.6% | 6.0% | 12.5% | i | 1.6% | ? | 22.7% | i | 11.6%
COc1ccc(CN(C)C(=O)c2cc(S(=O)(=O)N3CCOCC3)ccc2N2CCCC2)cc1 | -8.7% | 7.2% | -4.1% | i | -0.3% | 21.9% | 29.2% | i | -9.3%
CCc1ccc(-n2c(=O)c3sc4ccccc4c3n(Cc3cccc(F)c3)c2=O)cc1 | -3.9% | -10.6% | . | . | . | 16.2% | -23.2% | -17.9% | 9.7%
CCc1cc2c(NCC(=O)O)ncnc2s1 | 0.9% | 0.4% | 2.5% | i | 0.7% | 0.0% | -36.3% | i | 8.5%
CC1(C)C(=O)N(c2ccccc2F)C(=O)c2ccccc21 | -10.2% | -12.1% | ? | i | -2.2% | ? | -5.2% | i | ?
CC[C@H](C)[C@H](NC(=O)c1ccc(Cl)cc1)C(=O)OCC(=O)c1ccc2c(c1)NC(=O)CO2 | -26.6% | 22.1% | 0.5% | i | -2.9% | ? | 38.8% | -13.0%[57.5 µM] | 4.3%
COc1ccccc1NC(=O)c1ccc(NC(=O)CN2CCN(C(=O)c3ccco3)CC2)cc1 | -9.2% | 8.3% | 0.7% | i | -3.6% | 10.7% | 1.9% | i | 6.7%
CC1(C)Cc2cccc(C(=O)NCc3ccco3)c2O1 | 12.7% | -7.6% | -1.6% | i | 5.2% | 11.6% | 21.3% | i | -18.5%
COC1=C(Nc2ccc(C)cc2)C(=O)c2ccccc2C1=O | ? | -28.8% | -16.1% | i | -1.3% | 0.0% | . | -21.5% | 10µM*
Cn1c(=O)[nH]c(=O)c2c1nc(N1CCCC1)n2CCCSc1nnnn1-c1ccccc1 | -17.7% | 2.6% | -3.6% | i | 0.0% | 16.2% | . | i | -13.4%
COc1ccc(C(C#N)=C2C=CC(=NO)c3ccccc32)cc1 | -24.3% | -3.7% | -3.7% | i | . | ? | 19.5% | i | ?
CC(=O)N1CCCc2cc(S(=O)(=O)Nc3ccc(C)cc3C)ccc21 | 19.1% | -0.1% | 0.7% | i | -6.0% | 5.0% | 13.0% | -18.0% | -25.8%
CCc1cc(C(=O)OCC(=O)N2CCC(c3ccccc3)=N2)sc1C | -0.1% | -23.4% | 18.7% | i | -9.0% | ? | 29.5% | -11.6% | -2.5%
O=C(NCc1nnc(SCC(=O)N2CCCc3ccccc32)o1)c1c(F)cccc1Cl | -12.4% | -5.6% | -1.6% | i | -1.5% | -15.7% | 23.5% | -1.4% | 5.5%
Cc1ccc(NC(=S)NCCSc2ccc(Cl)cc2)cc1 | ? | 24.8% | 8.7% | i | 4.3% | ? | -1.8% | -7.1% | 2.0%
Cc1cccc(NCc2ccccc2OCc2ccccc2F)c1 | 17.7% | -31.3%[inhibitor] | -3.8% | i | 1.4% | 10µM* | -5.9% | -42.0%[inhibitor] | -8.7%
CSCCC(c1nnnn1C1CCCCC1)N1CCN(C/C=C/c2ccccc2)CC1 (stereo not drawn) | -9.4% | -7.7% | 3.9% | i | . | ? | -2.5% | 20.2% | -9.4%
CC1(C)CC(=O)C(C(N)=NC(=O)c2ccc([N+](=O)[O-])cc2)=C(O)C1 | 2.1% | -1.4% | 3.1% | i | 2.3% | 12.8% | 12.5% | -22.3% | 6.5%
Cc1ccn2cc(CCNC(=O)CC3CCCCC3)nc2c1 | -6.8% | 5.6% | -4.9% | i | 1.3% | -7.9% | 32.3% | i | -22.2%[9.22 µM]
COc1ccc(CNC(=O)C(C)n2nc(C)c3c(C)n(-c4ccc(C)cc4)nc3c2=O)cc1 (stereo not drawn) | -1.3% | -5.3% | 12.1% | i | -1.0% | ? | 20.4% | -84.6%[inhibitor] | 1.0%
COc1cccc(C(=O)N2CCC[C@H]2C(=O)N2CCC[C@H]2C(=O)N(C)Cc2ccccc2)c1 | 5.0% | -13.4% | -1.1% | i | . | 0.4% | -2.6% | i | 22.5%

Already shown: an excerpt of the list.
SMILES | GLP1R cytotox | Abeta rescue | aSyn rescue | Akt phos inh | MmCpn inh | GLP-1R inv ag | FUS yeast rescue | PTHR1 agonist | TDP-43 yeast inh
CSCCC(c1nnnn1C1CCCCC1)N1CCN(C/C=C/c2ccccc2)CC1 (stereo not drawn) | -9.4% | -7.7% | 3.9% | i | . | ? | -2.5% | 20.2% | -9.4%
CC1(C)CC(=O)C(C(N)=NC(=O)c2ccc([N+](=O)[O-])cc2)=C(O)C1 | 2.1% | -1.4% | 3.1% | i | 2.3% | 12.8% | 12.5% | -22.3% | 6.5%

This is a subset; rates above refer to the full screens.
